iPSC survival up: enhancers of single-cell hiPSC survival, primary screen, ATPlite luminescence | 0.044% of 360,000 active | 100% = ROCK inhibitor wells, 0% = DMSO | AID 602274, 2012 | survival enhancement, % at 20 µM; in the data active = survival enhancement above about 18%;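 note: cells exposed to compounds for 16 hours before the ATP read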
Glyco luc inh: increase of ERlucT glycosylation luciferase signal, primary screen, N-linked glycosylation inhibitor project, D54 ERlucT cells, luminescence, set 2. D54 ERlucT glycosylation luciferase reporter, 24 h; percent of 100 nM tunicamycin response. reporter increase, % at 12.5 µM. 0.23% of 360,000 active. AID 588692, 2011;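 active = mean luciferase reporter signal, scaled so untreated is 0 and the glycosylation-blocking control 100, at or above a set limit in every replicate; inconclusive = mean reaches the limit but not every replicate does; inactive = mean below the limit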;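 note: luciferase carries N-glycosylation sites so blocking glycosylation raises the light; 0% = median of neutral control wells and 100% = median of 100 nM tunicamycin wells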
ABCB6 inh MLPCN: ABCB6 transporter inhibitors, primary screen, K562-ABCB6 cells, flow cytometry, MLPCN library; AID 602162, 2011; K562-ABCB6 porphyrin accumulation, 1 h; active compounds read low; 0.19% of 360,000 active; fluorescence ratio to DMSO, % at 10 µM;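 active = fluorescence ratio to DMSO below 75%, the collection mean minus 3 SD; inconclusive = too few cells collected in the well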;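 note: signal is porphyrin accumulated inside mitochondria; 100% equals median channel fluorescence of DMSO control wells; lower ratio means ABCB6 inhibition with less porphyrin fluorescence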
ABHD5-PLIN5 inh: ABHD5-PLIN5 interaction inhibitors, primary screen, cell lysate, split luciferase complementation, luminescence. Perilipin-5 (Homo sapiens) + 1-acylglycerol-3-phosphate O-acyltransferase ABHD5 (Homo …. Split G. princeps luciferase complementation, 4 h. inhibition, % at 4 µM. 0.78% of 360,000 active. AID 602281, 2012;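 active = inhibition above the mean inhibition across every tested compound plus 3 SD, cut at about 22% in these data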;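 note: 0% = DMSO only wells and the 100% control is not disclosed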
Target sequence (Q00G26 whole entry, looked up): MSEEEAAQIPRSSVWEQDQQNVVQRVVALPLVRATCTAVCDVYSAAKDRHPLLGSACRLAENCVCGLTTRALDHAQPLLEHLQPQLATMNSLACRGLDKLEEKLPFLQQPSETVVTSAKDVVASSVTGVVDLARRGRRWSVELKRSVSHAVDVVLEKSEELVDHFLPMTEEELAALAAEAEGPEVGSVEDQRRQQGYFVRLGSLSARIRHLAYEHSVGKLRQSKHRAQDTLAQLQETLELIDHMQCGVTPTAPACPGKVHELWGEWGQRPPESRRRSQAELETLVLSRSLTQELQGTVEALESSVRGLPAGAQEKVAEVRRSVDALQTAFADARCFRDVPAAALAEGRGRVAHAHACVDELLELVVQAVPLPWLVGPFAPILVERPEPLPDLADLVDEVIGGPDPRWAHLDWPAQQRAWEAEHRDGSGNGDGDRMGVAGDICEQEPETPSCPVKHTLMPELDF
Target sequence (Q8WTS1 whole entry, looked up): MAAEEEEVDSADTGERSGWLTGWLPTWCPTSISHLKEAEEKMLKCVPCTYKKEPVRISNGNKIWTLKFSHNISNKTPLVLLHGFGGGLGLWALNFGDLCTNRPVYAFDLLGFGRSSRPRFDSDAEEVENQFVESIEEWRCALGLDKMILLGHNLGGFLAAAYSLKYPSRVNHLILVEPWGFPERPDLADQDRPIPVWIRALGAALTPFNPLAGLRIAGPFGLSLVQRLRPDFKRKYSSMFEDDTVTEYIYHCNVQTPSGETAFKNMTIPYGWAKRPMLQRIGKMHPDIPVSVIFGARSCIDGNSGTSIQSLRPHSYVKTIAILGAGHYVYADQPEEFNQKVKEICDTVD
H9c2 protect: cardioprotection against H2O2-induced cell death, primary screen, uHTS, H9c2 cells, ATPLite luminescence | H9c2 cardiomyocytes, H2O2 injury protection, 2 h | protection from H2O2 cell death, % at 20 µM | 0.63% of 360,000 active;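 active = compounds giving at least 50% protection of heart cells from peroxide-induced death in the single-dose screen, raw or plate-pattern-corrected value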;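 note: 0% = DMSO wells with peroxide and 100% = DMSO wells without peroxide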
MC4R barr agon: MC4R agonists recruiting beta-arrestin, primary screen, cell-based, luminescence, agonist arm of biased-ligand search | AID 540308, 2011 | 0.98% of 360,000 active | Melanocortin receptor 4 (Homo sapiens), P32245 | U2OS MC4R beta-arrestin complementation; percent of melanotan II response, DMSO zero | activation, % at 8.9 µM;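 active = activation above a per-plate cutoff, the mean activation of sample wells on that plate plus 3 SD, cut at about 8% in these data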
Granule exo inh: LAMP-1 surface exposure blockers, TALL-104 cells – cell-based, flow cytometry, MLPCN library, primary screen; TALL-104 LAMP-1 surface exposure; cells stimulated with thapsigargin and PMA; inhibition, % at 10 µM; 0.66% of 360,000 active; AID 651702, 2012;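 active = inhibition above about 55%, limit read from the data; inconclusive = no clear call, values can overlap the other calls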
m5-HT2A agonist: mouse Htr2a agonists via beta-arrestin recruitment, primary screen, cell-based, luminescence; CHO-K1 mHTR2A beta-arrestin complementation; percent of 30 µM serotonin response; activation, % at 7.6 µM; 0.66% of 360,000 active; AID 624169, 2012;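 active = activation above a run cutoff, the mean activation of all tested compounds plus 3 SD, cut at about 14% in these data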;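 note: 0% = plate median of compound wells and 100% = 30 µM serotonin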
aDG glyco act: activators of alpha-DG glycosylation, primary screen, uHTS, Pro5-aDG cells, AlphaScreen; alpha-DG glycosylation AlphaScreen (IIH6); 0% Pro5, 100% B10-LARGE cell signal; AID 624168, 2012; 0.22% of 360,000 active; activation, % at 10 µM;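 active = activation of at least 8% versus controls, or a plate z-score of at least 8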;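 note: Pro5 are CHO cells carrying HIG-tagged alpha-DG that lacks glycosylation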
MC4R antagonist: MC4R antagonists of cAMP signaling, primary screen, cell-based, TR-FRET, antagonist arm of biased-ligand search. inhibition, % at 6.5 µM. 0.48% of 360,000 active. MC4R-expressing cells, MTII-stimulated cAMP, LANCE TR-FRET. Melanocortin receptor 4 (Homo sapiens), P32245;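 active = inhibition above its plate's cutoff, the mean of tested wells on that plate plus 3 SD, cut at about 29% in these data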;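 note: 0% = Melanotan II alone and 100% = Melanotan II plus saturating MCL0020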
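material = U2OS cells stably expressing human melanocortin 4 receptor (MC4R) | also added = Melanotan II challenge | dosing = single nominal compound dose of 6.5 µM | detection = TR-FRET with Eu-cAMP and labeled anti-cAMP, 671 nm | replication = singlicate | timing = compound 30 min, challenge 1 h, detection 1 h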
The depositor's hits bear a star; ? = inconclusive; · = not tested or not shown. Hits appear at their usual frequency, and some 4.5% of all compounds hit somewhere here.

SMILES | iPSC survival up | Glyco luc inh | ABCB6 inh MLPCN | ABHD5-PLIN5 inh | H9c2 protect | MC4R barr agon | Granule exo inh | m5-HT2A agonist | aDG glyco act | MC4R antagonist
CCN1CCN(CC(=O)Nc2cc(S(=O)(=O)N(CC)c3ccccc3)ccc2Cl)CC1 | -1.6 | -2 | 101 | 17 | -5 | -0.3 | -1 | 10 | 0.0 | 4
Cc1ccc(-n2nc(C)c(=O)c(-c3ccccc3)c2NC(=O)c2cccs2)cc1 | -0.3 | 0 | 104 | 13 | 0 | 0.2 | -2 | 3 | 0.1 | 12
CCOC(=O)C1C(=O)OC(C)(C)C1C(C)C(=O)c1ccc(C)cc1C (stereo unspecified) | -1.8 | -1 | 97 | 4 | -6 | 0.1 | 1 | -4 | 0.4 | 1
Cc1ncn(C23CC4CC(CC(C4)C2)C3)n1 | -1.2 | 3 | 105 | -1 | 6 | 1.6 | 13 | 0 | 0.3 | 16
COc1ccc(-c2cc(C(=O)Nc3ccccc3O)c3ccccc3n2)cc1OC | -0.5 | 1 | 95 | -6 | 23 | -0.9 | 0 | -1 | -0.7 | 4
Cc1[nH]ccc(=O)c1OCc1ccc(Cl)cc1 | 1.9 | · | 91 | 2 | 6 | -1.4 | -2 | 0 | 0.0 | -1
Cc1[nH]c2ccccc2c1/C=N/NC(=O)c1cc(-c2ccccc2)n[nH]1 | 0.1 | 1 | 96 | 2 | 55* | 1.3 | 4 | 7 | -0.3 | -9
COCCn1c(C)cc(C(=O)COC(=O)c2ccc3ncsc3c2)c1C | -3.5 | -4 | 95 | 0 | -3 | -2.4 | 0 | 0 | 0.1 | 1
O=C(Nc1ccccc1NC(=O)NC1CCCCC1)NC1CCCCC1 | -2.4 | 0 | 98 | 3 | -8 | -1.1 | -1 | 2 | 0.0 | 1
CCOC(=O)C1=C(N)n2c(s/c(=C/c3ccco3)c2=O)=C(C(=O)OC)C1c1ccco1 (stereo unspecified) | -2.2 | 14 | 102 | 9 | -3 | -1.2 | -1 | -1 | -0.3 | -11
Cc1cccc(N=Cc2ccccc2O)c1C | -3.5 | 1 | 98 | 0 | 8 | 1.2 | -2 | -2 | 0.1 | 3
CCNC(=O)COC(=O)C1C(C(=O)OCC)=C(C)NC(C)=C1C(=O)OCC | -1.1 | 0 | 98 | 1 | 3 | -1.9 | 0 | -2 | 0.5 | 0
CCCCCCSc1ccc([C@@H]2[C@H]3C(=O)N(CC)C(=O)[C@H]3[C@]3(C(=O)OC)CCCCN23)cc1 | 3.4 | -9 | 92 | -9 | -7 | -2.1 | -6 | -4 | 0.3 | 4
O=c1[nH]c2c(c(=O)[nH]1)CCC2 | -0.4 | 0 | 99 | -4 | 5 | -1.1 | 0 | 2 | 0.1 | 0
COC(=O)c1ccc(/C=C2\N=C(SC)SC2=O)cc1 | 1.2 | -1 | 101 | 2 | -5 | -1.5 | 4 | -2 | -0.1 | 8
CCOc1ccc(CC(=O)Nc2c(C(=O)Nc3ccccc3)oc3ccccc23)cc1OCC | 0.1 | 1 | 96 | 0 | 14 | 15* | -2 | -4 | -0.3 | 2
CCc1ccc(OCC(=O)Nc2ccncc2)cc1 | -0.1 | 1 | 102 | 10 | -20 | 1.3 | -2 | 2 | -0.1 | 9
Cc1ccc(C(=O)NC2CCS(=O)(=O)C2)cc1S(=O)(=O)N1CCCCCC1 (stereo unspecified) | 8.5 | 0 | 102 | -4 | 10 | 1.5 | -2 | -2 | 0.2 | 0
COc1cc(C(=O)ON=C2C3CC4CC(C3)CC2C4)cc(OC)c1OC | -0.5 | 15 | 96 | 5 | -16 | -1.6 | -7 | 1 | 0.7 | 7
COC(=O)c1ccc(CN2CCC(CO)(Cc3cccc(OC)c3)CC2)cc1 | -1.7 | 0 | 102 | -5 | -2 | 1.1 | -4 | 6 | 0.2 | 24

Some entries already given, reduced to Glyco luc inh, iPSC survival up and MC4R barr agon:
mol | Glyco luc inh | iPSC survival up | MC4R barr agon
Cc1[nH]c2ccccc2c1/C=N/NC(=O)c1cc(-c2ccccc2)n[nH]1 | 1 | 0.1 | 1.3
COCCn1c(C)cc(C(=O)COC(=O)c2ccc3ncsc3c2)c1C | -4 | -3.5 | -2.4

Some values from the results shown.
`Cc1ccc(-n2nc(C)c(=O)c(-c3ccccc3)c2NC(=O)c2cccs2)cc1` @ m5-HT2A agonist = 3
`CCNC(=O)COC(=O)C1C(C(=O)OCC)=C(C)NC(C)=C1C(=O)OCC` @ ABHD5-PLIN5 inh = 1
`COC(=O)c1ccc(CN2CCC(CO)(Cc3cccc(OC)c3)CC2)cc1` @ m5-HT2A agonist = 6

Following part
SMILES | iPSC survival up | Glyco luc inh | ABCB6 inh MLPCN | ABHD5-PLIN5 inh | H9c2 protect | MC4R barr agon | Granule exo inh | m5-HT2A agonist | aDG glyco act | MC4R antagonist
COc1ccccc1CCNC(=O)Cc1cccs1 | -0.4 | -2 | 93 | -1 | -1 | 0.2 | 4 | -2 | 0.1 | 0
CCC(C)[C@H](NC(=O)NC1CC1)C(=O)O (stereo partly specified) | -1.0 | 0 | 96 | 2 | 3 | -2.3 | 1 | 3 | -0.1 | 3
Cc1ccc(-c2nc3ncccc3o2)cc1N | -0.6 | -2 | 96 | 1 | -2 | 0.4 | -4 | 1 | -0.1 | 4
O=C(NCc1ccccn1)Nc1ccc(Cl)cc1 | 0.0 | 1 | 99 | -6 | 3 | -2.3 | -6 | 0 | 0.0 | 6
Cc1ccc(CN2CCN(CC(=O)O)C2=O)cc1 | 2.1 | 0 | 92 | 1 | -10 | -0.7 | 1 | 1 | -0.3 | -3
C=C(C)CNC(=S)NNC(=O)CCn1c2ccccc2c2ccccc21 | 0.0 | -4 | 101 | 2 | 2 | -0.3 | -1 | -1 | 0.8 | 6
O=C(COC(=O)c1cnccn1)NCCc1ccc(Cl)cc1 | -0.4 | 0 | 97 | 3 | 7 | -2.4 | -2 | 1 | 0.0 | 4
CC(C)(C)NC(=O)C12CC3CC(CC(Cl)(C3)C1)C2 | 0.3 | 2 | 97 | -3 | 1 | 0.0 | -2 | 0 | 0.2 | 1
CC(C)NC(=O)N(C)C[C@H]1Oc2ncc(Br)cc2C(=O)N([C@H](C)CO)C[C@@H]1C | -1.8 | 0 | 101 | -6 | 7 | -1.2 | -5 | 5 | -0.1 | 4
O=C(COC(=O)c1c(Cl)ccc(Cl)c1Cl)NC(=O)NCc1ccccc1 | 1.8 | 2 | 103 | 0 | -6 | 1.6 | -3 | -3 | 0.3 | 3
C=C(C)c1cccc(C(C)(C)NC(=O)N2CCOCC2)c1 | 1.3 | 1 | 95 | -7 | 5 | -1.5 | 4 | -2 | 0.1 | 4
CCCSC1=N/C(=C\C=C\c2ccco2)C(=O)S1 | 5.7 | 1 | 97 | 7 | 5 | -1.6 | 1 | 2 | 0.0 | -3
N/C(=N\OC(=O)c1cc(Br)ccc1Cl)c1cccnc1 | -0.4 | 0 | 90 | -1 | -3 | -1.2 | 0 | -3 | -0.3 | 12
COc1ccc(NC(=S)N2CCN(S(=O)(=O)c3ccc(F)cc3)CC2)cc1 | -0.3 | 1 | 107 | 5 | 2 | 1.5 | -3 | 8 | -0.4 | 15
Cc1nc2cc(Oc3nc(NCCN(C)C)nc4ccsc34)ccc2s1 | -2.6 | -2 | 94 | -5 | -4 | -0.6 | ? | 34* | 1.2 | 11
Nc1ccc(SCCN2C(=O)c3ccccc3C2=O)cc1 | 1.7 | 3 | 100 | 0 | 4 | -1.3 | 2 | 0 | -0.3 | 7
CC(OC(=O)Cc1c[nH]c2ccccc12)C(=O)Nc1ccccc1F (stereo unspecified) | 0.3 | -2 | 96 | 12 | -3 | -2.0 | 0 | 9 | 0.1 | -1
Cc1nnc(N)s1 | -0.6 | -2 | 93 | 4 | 2 | 0.1 | -1 | 6 | -0.2 | 9
CC1CCN(C(=O)CCC(=O)Nc2nnc(C(F)(F)F)s2)CC1 | -0.4 | 0 | 89 | 3 | -5 | -1.7 | -1 | 14 | 0.0 | 1
Cc1cc(C)c(C#N)c(SCS(=O)c2ccc(C(C)(C)C)cc2)n1 (stereo unspecified) | 4.1 | -3 | 99 | 6 | 4 | 4.1 | -2 | 0 | 0.0 | 1
Cc1ccc(C(=O)Nc2cccc([N+](=O)[O-])c2)cc1S(=O)(=O)Nc1ccc(NC(=O)c2ccccc2)cc1 | -1.8 | -5 | 100 | 11 | 1 | -1.4 | 0 | -8 | -0.2 | 21
CC(CCc1ccccc1)NC(=O)c1cc2sccc2n1C (stereo unspecified) | 2.4 | -2 | 100 | -14 | 11 | -1.5 | -3 | -5 | -0.1 | 7
O=C1CN(C(=S)Nc2ccccc2Cl)CCN1 | -0.3 | 3 | 99 | 7 | 1 | 2.0 | -1 | 10 | -0.2 | -3
CC(=O)Nc1ccc(SCC(=O)c2cc(C)n(-c3ccccc3)c2C)cc1 | -0.1 | -13 | 103 | -4 | -6 | -2.8 | -1 | -4 | -0.1 | 4
Cc1ccc(S(=O)(=O)NN2C(=O)/C(=C/c3cccnc3)SC2=S)cc1 | 0.9 | 1 | 98 | -13 | -4 | -0.6 | -14 | -1 | 0.0 | 21
Cc1cc(C)n(-c2nnc(Cl)c3ccccc23)n1 | -1.5 | -1 | 101 | 3 | -2 | -4.6 | 6 | 0 | 0.7 | 37*
O=C(NCc1cccs1)C1CCN(S(=O)(=O)c2cccc([N+](=O)[O-])c2)CC1 | 1.1 | 1 | 93 | -3 | -3 | 0.2 | 11 | 1 | 0.0 | 5
O=C(COC(=O)c1cccc2ccccc12)Nc1cccnc1Cl | 1.4 | 0 | 93 | -10 | 2 | -2.1 | -3 | -2 | -0.3 | 7
COCCNC(=O)CN1c2ccccc2CC1C (stereo unspecified) | 2.0 | -2 | 92 | -3 | 3 | -1.7 | 4 | 1 | -0.1 | 5
Cc1ccc(NS(=O)(=O)c2cc(OCC(N)=O)c(C)cc2Cl)cc1 | 1.2 | -2 | 93 | 3 | -11 | -0.9 | 21 | -1 | 0.5 | -1
C/C(=N\NC(=O)CCC(=O)NCc1ccccc1)c1ccc([N+](=O)[O-])cc1 | -0.8 | 1 | 99 | 2 | 0 | -1.6 | 2 | 2 | 0.0 | 1
CCCN(CCC)c1nc2ccccc2nc1C(C#N)C(=O)OCCOC (stereo unspecified) | -1.4 | -5 | 197 | -6 | -2 | -0.4 | 17 | -5 | -0.7 | -37
Cc1cccc(C(=O)OCC(=O)NC2CCCCCCC2)c1 | -0.1 | -2 | 91 | 4 | -4 | 2.5 | -4 | 2 | -0.1 | -5
